CYP2C19 act: cytochrome P450 2C19 (human) activation; P33261; recombinant CYP2C19, luciferin-H EGE luminescence; stronger effect = higher value; 0 = fully inhibited enzyme, 1 = untreated enzyme; activation factor at 5 µM; 96,000 tested, under 10 active; AID 1025;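 active means activation factor of at least 2 at 5 µM in the primary screen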;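 further: 0 = wells with 2.5 mM tranylcypromine and 1 = vehicle-only wells; values of inactives mirror those of a sister screen read the other way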
Target sequence (P33261 whole entry, looked up): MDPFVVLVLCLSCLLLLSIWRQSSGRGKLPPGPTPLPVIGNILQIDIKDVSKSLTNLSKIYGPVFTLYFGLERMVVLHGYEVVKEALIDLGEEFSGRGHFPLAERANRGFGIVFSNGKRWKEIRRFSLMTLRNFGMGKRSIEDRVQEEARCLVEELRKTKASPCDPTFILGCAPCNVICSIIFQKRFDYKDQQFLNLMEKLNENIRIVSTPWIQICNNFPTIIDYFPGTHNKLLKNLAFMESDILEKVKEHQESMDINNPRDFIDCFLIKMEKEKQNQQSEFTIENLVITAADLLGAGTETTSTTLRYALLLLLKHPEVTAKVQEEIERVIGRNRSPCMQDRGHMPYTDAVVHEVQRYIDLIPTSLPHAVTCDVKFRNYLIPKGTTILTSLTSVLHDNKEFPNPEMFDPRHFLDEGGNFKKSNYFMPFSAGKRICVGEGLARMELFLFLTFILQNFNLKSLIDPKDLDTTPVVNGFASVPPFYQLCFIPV
CYP2C9 activ: CYP2C9 (human) activation; P11712; 96,000 tested, 1.4% active; recombinant CYP2C9, luciferin-H conversion, luminescence; stronger effect = higher value; factor 1 = untreated enzyme, 0 = blocked; AID 1024; activation factor at 5 µM;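 active means activation factor of 2 or more for CYP2C9 at a 5 µM dose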;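 further: 0 = sulfaphenazole-blocked wells and 1 = vehicle-only wells; values of inactives mirror those of a sister screen read the other way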
Target sequence (P11712 whole entry, looked up): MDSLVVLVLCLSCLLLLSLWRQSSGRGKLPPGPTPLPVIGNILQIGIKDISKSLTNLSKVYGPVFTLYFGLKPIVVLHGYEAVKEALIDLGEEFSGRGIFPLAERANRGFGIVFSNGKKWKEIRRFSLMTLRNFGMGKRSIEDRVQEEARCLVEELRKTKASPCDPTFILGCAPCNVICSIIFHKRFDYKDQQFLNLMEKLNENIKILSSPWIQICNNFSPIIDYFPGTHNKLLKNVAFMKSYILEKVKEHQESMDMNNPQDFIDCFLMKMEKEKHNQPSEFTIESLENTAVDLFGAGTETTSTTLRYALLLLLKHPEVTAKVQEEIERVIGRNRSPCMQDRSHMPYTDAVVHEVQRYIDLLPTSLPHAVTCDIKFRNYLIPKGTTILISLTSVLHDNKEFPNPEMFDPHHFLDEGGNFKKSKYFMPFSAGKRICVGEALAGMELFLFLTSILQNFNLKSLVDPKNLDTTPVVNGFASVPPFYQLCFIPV
CYP2C19 inhib: blocks human cytochrome P450 2C19; 96,000 tested, 21% active; CYP2C19 Supersomes, luciferin-H EGE luminescence, 30 min; inhibition, % at 5 µM;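 active means CYP2C19 inhibition above a set limit at 5 µM in the primary screen, cut at about 50% in these data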;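 further: plate controls were negative control wells for no effect and 2.5 mM tranylcypromine positive control for full effect; values of inactives mirror those of a sister screen read the other way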
MT1-MMP txn act: MT1-MMP promoter transcription activation; 86,000 tested, 0.16% active; AID 750; HT1080 MT1-MMP promoter luciferase reporter, luminescence, overnight; stronger effect = higher value; activation factor at 10 µM;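 active means activation factor of at least 2 for MT1-MMP transcription at 10 µM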
PLAP activator: activates human placental alkaline phosphatase; activation fold at 20 µM; purified PLAP enzyme, luminescent substrate read-out; stronger effect = higher value; AID 696; 96,000 tested, 1.2% active; P05187; in the data active means activation fold above about 2
CD11b adhes enh: increases human CD11b/CD18 adhesion to fibrinogen | P05107+P11215 | K562 CD11b/CD18 adhesion to fibrinogen, ATPlite luminescence | activation, % at 10 µM | 93,000 tested, 0.07% active | AID 1499;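 active means 10 µM primary screen giving 50% or more activity, confirmed by 40% or more on retest at that dose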; further: strong numbers were not always called active; reference of the scale not given here
Pyk2 oligo antag: blocks oligomerization of human Pyk2 in cells; z-score (the deposit names both 25 µM and 10 µM); 99,000 tested, 0.83% active; Q293 cells, Pyk2 FERM NanoBiT luminescence; stronger effect = lower value; Q14289;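 active means Z-score of -3 or lower, scaled per plate to the spread of control and sample wells; inactive means z-score above -3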;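 further: negative z-score means lost luminescence so less FERM oligomerization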
Mac1 fbg inh: blocks human CD11b/CD18 adhesion to fibrinogen. P05107+P11215. K562 CD11b/CD18 adhesion to fibrinogen, ATPlite luminescence; Mn2+ added to activate the integrin. inhibition, % at 10 µM. 93,000 tested, 0.54% active. AID 1497;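 active means primary inhibition of 50% or more at 10 µM, then 40% or more on retest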; further: some results filed as inactive read as strong as hits
CYP2C9 inhib: blocks human cytochrome P450 2C9 | CYP2C9 Supersomes, luciferin-H conversion, luminescence | inhibition, % at 5 µM | 96,000 tested, 20% active | P11712;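 active means blocking of liver enzyme CYP2C9 beyond about 50% at 5 µM, limit read from the data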; further: values of inactives mirror those of a sister screen read the other way
Active calls of the source: *; nt = not tested or not shown. No enrichment for hits (roughly 31% active in at least one column).

CYP2C19 act	CYP2C9 activ	CYP2C19 inhib	MT1-MMP txn act	SMILES	PLAP activator	CD11b adhes enh	Pyk2 oligo antag	Mac1 fbg inh	CYP2C9 inhib
1	0.9	-3.6	1.1	Cc1cc(=O)n(CC(C)C)c(O)c1C#N	1.1	7.6	0	8.3	9.0
0.9	0.7	5.7	nt	CC(C)(C)N(NC(=O)c1ccccc1)C(=O)c1cccc(C(=O)N(NC(=O)c2ccccc2)C(C)(C)C)c1	1	-3.3	-0.32	10.7	34.7
0.6	2*	43.3	1.1	COc1ccc(Cl)cc1S(=O)(=O)N1CCCC1	0.8	0.2	1.71	-39.4	-97.3
1	0.5	4.2	1.6	O=C(CCCc1cccs1)Nc1nc2c(s1)CCCC2	1.2	nt	-0.03	nt	45.9
0.9	1.1	13.4	0.9	CCOC(=O)c1ccccc1NC(=O)CC(C)CC(=O)O (centres undefined)	1	-2.8	0.45	-19.3	-12.8
0.2	0.7	77.7*	1.2	Cc1nnc(SC(C)C(=O)N2CCc3ccccc32)s1 (centres undefined)	1	-1.9	0.17	-3.1	33.8
1	0.9	-0.2	1.3	Nc1nc(SCC(=O)Nc2ccccc2)[nH]c(=O)c1-c1ccccc1	0.8	-5.1	0.05	-12.3	6.1
1	0.5	2.4	1.3	Cc1nn(-c2ccccc2)c2sc(C(=O)OCc3nnc(-c4ccccc4)o3)cc12	1.3	1.3	-0.4	-4.7	54.7*
0.4	0.3	59.2*	1.4	Cc1[nH]n(-c2ccc([N+](=O)[O-])cc2)c(=O)c1C=NCCN1CCN(C(=O)c2ccccc2)CC1	2*	-6.0	1.21	1.3	65.2*
0.7	0.7	34.4	1	O=C(CCN1C(=O)c2ccccc2C1=O)NCc1ccncc1	1.1	-0.6	-0.07	26.2	25.5
1.1	1.3	-6.3	1.1	CCS(=O)(=O)N1CCC(C(=O)NCc2ccccc2OC)CC1	1	nt	-0.06	nt	-34.6
0.7	0.8	30.7	nt	CCOC(=O)c1cc(NC(=O)c2ccc(OC)cc2)c(=O)oc1-c1ccccc1	0.9	-4.2	-0.45	22.3	18.7
1	0.8	-4.9	nt	Cc1ccc(S(=O)(=O)c2cc(C#N)c(=O)[nH]c2N)cc1	1.1	nt	-0.01	nt	22.7
1.1	0.8	-8.7	nt	Cn1nc(C(F)(F)F)c(C#N)c1N1CCN(c2ccccc2F)CC1	0.9	-4.7	0.67	3.0	20.9
0.2	0.2	79.1*	nt	S=c1[nH]cc(-c2ccccc2)n1-c1ccccc1	1	nt	-0.62	nt	78.4*
0.9	1	5.4	1.1	O=C(NCc1cccnc1)c1ccc(S(=O)(=O)N2CCOCC2)cc1	0.8	-2.8	0.07	-1.6	-1.0
0.7	0.8	26.5	1.1	CCOC(=O)c1ccc(NC2=CC(=O)C(=O)c3ccccc32)cc1	1.2	5.0	-4.33*	6.1	20.7
1	1	4.0	nt	O=C(NCCCCCCNC(=O)OC1CCS(=O)(=O)C1)OC1CCS(=O)(=O)C1 (centres undefined)	1	-3.2	0.19	1.0	1.0
0.4	0.2	55.3*	1.5	Cc1csc(SCC(=O)Nc2cccc3nsnc23)n1	0.8	3.0	-1.07	-5.1	76.6*
1	0.2	1.0	1.3	CC(=O)Cc1nsc(NC(=O)c2c(-c3ccccc3Cl)noc2C)n1	1.1	-3.5	-0.18	-10.8	75.2*
0.5	1.9	47.7	1	O=C(Cn1cc2c(n1)CCCC2)NCc1cccc(Cl)c1	1.1	0.4	nt	3.5	-92.9
0.9	1.1	9.7	0.9	COC(=O)CNC(=O)C1CCN(c2nc(C)cc(C)n2)CC1	1	2.6	-0.48	-16.6	-9.3
1	1.1	0.3	1.1	N#Cc1nc(-c2ccco2)oc1N1CCOCC1	0.9	-2.4	0.35	-5.0	-5.1
0.6	0.4	38.8	nt	C=CCn1c(SCC(=O)NC)nc2sc3c(c2c1=O)CCC3	1.2	-2.9	0.11	-4.5	58.8*
1	1	4.8	1.3	CC(=O)c1n[nH]nc1NC(=O)c1ccccc1	1	-3.8	-1.5	-1.2	2.7

Some of these compounds in order of the MT1-MMP txn act value, low to high:
CYP2C19 act	CYP2C9 activ	CYP2C19 inhib	MT1-MMP txn act	SMILES	PLAP activator	CD11b adhes enh	Pyk2 oligo antag	Mac1 fbg inh	CYP2C9 inhib
0.5	1.9	47.7	1	O=C(Cn1cc2c(n1)CCCC2)NCc1cccc(Cl)c1	1.1	0.4	nt	3.5	-92.9
1	1.1	0.3	1.1	N#Cc1nc(-c2ccco2)oc1N1CCOCC1	0.9	-2.4	0.35	-5.0	-5.1
1	0.5	4.2	1.6	O=C(CCCc1cccs1)Nc1nc2c(s1)CCCC2	1.2	nt	-0.03	nt	45.9

Continued:
CYP2C19 act	CYP2C9 activ	CYP2C19 inhib	MT1-MMP txn act	SMILES	PLAP activator	CD11b adhes enh	Pyk2 oligo antag	Mac1 fbg inh	CYP2C9 inhib
0.1	0.1	88.1*	1	O=C1CCCN1CC(CN1CCOCC1)Sc1nc2ccccc2c(=O)n1-c1ccccc1 (centres undefined)	1.7	2.3	0.52	-3.1	92.8*
0.6	0.5	39.4	1.8	N#C/C(=C/c1ccc(N2CCCCCC2)o1)c1cccc(F)c1	0.8	5.5	1.05	21.5	46.2
0.8	1	19.9	0.9	CC(C)n1c(Nc2ccccc2)nc2ccccc21	1	-7.2	-1.08	17.7	1.1
0	0.1	97.8*	1.1	c1ccc(CCn2nnnc2CN2CCc3ccccc32)cc1	1.3	0.1	-1.54	-0.8	86.3*
0.8	0.8	17.5	1	COc1ccc(CCNC(=O)CCn2c(=O)oc3ccccc32)cc1	0.9	1.0	nt	2.3	23.8
1	1	2.5	nt	Cc1ccc(-n2c(SCC(=O)Nc3cc(C)on3)nc3ccccc3c2=O)cc1	0.8	-2.0	1.53	2.6	2.9
0.8	1.2	15.1	1.1	O=C(Nc1ccccc1)NC1(C(=O)N2CCN(c3ncccn3)CC2)CCCCC1	0.7	0.1	-0.27	9.1	-16.1
0.9	0.6	11.1	1.2	O=C(c1ccco1)N1CCN(S(=O)(=O)c2ccc(S(=O)(=O)NC3CCCCC3)cc2)CC1	1	-7.0	-0.09	9.3	44.6
1.2	0.9	-17.6	1.1	O=c1nccc(NCc2ccco2)[nH]1	1	-0.1	0.98	-1.1	11.1
0.7	1.1	30.6	1.3	CCOC(=O)C1CCN(CC(=O)c2c(C)[nH]c3cc(C)ccc23)CC1	1.4	-3.4	-0.81	-5.1	-7.4
1	1	-1.9	1.1	Cc1ccc(NC(=O)N2CCC(NC(=O)c3ccccc3C)CC2)cc1	0.9	2.2	0.49	-13.6	0.8
0.1	0.5	91.0*	nt	Cc1cccc(NC(=O)c2sc(Cl)nc2-c2ccccc2)c1	1.1	-0.8	1.73	7.5	54.1*
0.9	0.8	6.1	1.1	Cc1cc2nsnc2c(S(=O)(=O)NCC(=O)O)c1C	1.3	-4.9	0.04	-10.5	19.3
0.9	1	10.4	1	NC(=O)C1CCN(CC(=O)c2c[nH]c3ccc(F)cc23)CC1	1	4.9	-0.31	-3.1	2.2
1	1.1	-3.7	1.4	CC(=O)Nc1c2c(nn1-c1cccc(Cl)c1)CS(=O)C2 (centres undefined)	1	-3.1	nt	10.0	-8.0
0.8	0.7	18.4	nt	Cc1ccc(-c2nnn(CC(=O)N3CCC(C)CC3)n2)o1	0.9	-0.5	-0.21	-7.0	28.2
1.1	1.1	-13.3	nt	Cc1ccc(N2CC3=C(C2=O)C(c2ccccc2)NC(=O)N3C)cc1 (centres undefined)	1.1	-1.1	0.28	7.0	-11.1
1	1.2	1.1	1.1	Cc1ccc(-c2cc(C)nc3nc(N)nn23)cc1	0.9	-5.1	0.29	8.1	-22.6
0.7	0.8	30.6	1.3	CC(=O)c1ccc(NC(=O)CCn2c(=O)oc3ccccc32)cc1	1.1	-5.5	-0.18	5.6	23.4
1.1	1	-7.5	1.2	c1cncc(-c2nn3cnnc3s2)c1	0.9	6.3	-1.26	3.2	-1.5
0.3	0.1	67.9*	1.2	COc1ccc(CNC(=O)COc2ccc(S(=O)(=O)NC(C)C)cc2)cc1	0.9	-3.4	0.2	-5.4	86.3*
1	1	-2.5	1.2	N=c1n(Cc2ccccc2)c2ccccc2n1CC(O)COc1ccccc1 (centres undefined)	1.1	-1.9	0.64	8.2	-1.0
1.2	0.8	-15.3	1.1	O=C(CCCN1C(=O)c2ccccc2C1=O)Nc1ccccc1C(=O)N1CCOCC1	1.1	1.2	0.19	0.4	21.1
0.4	0.3	61.7*	1.2	O=C(O)c1cccc(NC(=O)C23CC4CC(C2)CC(n2cnc(Cl)n2)(C4)C3)c1	1.2	-2.7	-0.51	3.7	70.9*
0.4	0.3	58.6*	1.8	Cc1cc(NC(=O)CCC(=O)N(C2CC2)C2(C(=O)NC3CCCC3)CCC(C)CC2)no1 (centres undefined)	1.1	1.3	-0.34	2.1	71.2*
0.8	1.3	23.4	1.1	COc1cc(C)nc2nc(SCc3ccccc3)nn12	0.9	-2.0	0.92	0.9	-32.1
0.9	0.8	8.1	1.3	CCn1c(SCC(=O)Nc2nc(C)cs2)nnc1C(C)NC(=O)c1ccccc1 (centres undefined)	1	-2.3	0.09	13.5	21.2
0.9	0.4	14.8	1.1	CCn1c(SCC(=O)Nc2sc3c(c2C#N)CCCC3)nnc1-c1ccco1	1.2	-0.4	-0.36	8.0	55.1*
0.5	0.7	47.4	1.1	O=C(Nc1ccccc1)OCCNC(=O)c1ccccc1	1.1	-2.1	-0.1	56.0	34.5
0.2	0.6	84.2*	1.1	Cc1cccc(C(=O)O/N=C(\N)Cc2ccc([N+](=O)[O-])cc2)c1	0.8	3.1	1.09	-2.3	37.1
0.9	2.2*	8.0	1	CN(C)CC(=O)Nc1cc(C(F)(F)F)ccc1Cl	1	0.2	-0.44	nt	-124.3
0.8	0.9	15.4	1	CCOC(=O)N1CCN(c2cc(=O)n(-c3cccc(Br)c3)c(=O)[nH]2)CC1	0.9	-0.4	nt	13.2	7.3
1.2	0.8	-19.0	1	COc1ccc(S(=O)(=O)Nc2nc3n(n2)C(c2ccc(Cl)cc2)CC(=O)N3)cc1 (centres undefined)	1.5	-4.8	0.54	7.4	20.5
0.6	0.4	36.7	1	Cc1ccc(SC(C)C(=O)Nc2ccc(S(=O)(=O)N3CCOCC3)cc2)cc1 (centres undefined)	1.2	-1.1	-0.75	-2.5	60.5*
1.1	1.1	-7.5	nt	Cc1ccc2nc(SCc3ccc([N+](=O)[O-])cc3)nc(C)c2c1	1	0.7	0.12	-47.0	-9.9
0.1	0.5	93.3*	1.2	C=CCN=C(NC#N)SCCc1ccccc1	0.9	2.3	-0.48	5.0	51.6*
1.1	1.1	-9.1	1	CS(=O)(=O)N1CCC(C(=O)Nc2ccc(OCc3ccccc3)cc2)CC1	1	28.2	0.85	-12.0	-8.1
0.2	0.7	83.0*	1.9	CN(C)C(=O)c1ccc(COc2ccccc2Br)o1	1.6	37.9	0.11	-10.0	26.4
0.7	0.6	34.1	1.2	CCn1c(SCC(=O)NCc2ccco2)nnc1-c1cccs1	1.5	-1.0	-0.06	8.4	36.2
0.8	0.9	19.6	1.1	Cc1ccc(-c2nnn(CC(=O)N3CCN(c4ccccc4)CC3)n2)o1	1.1	-1.9	0.16	-17.8	13.9
0.9	0.8	7.9	1.1	CCOC(=O)C1=C(C)Nc2nc3ccccc3n2C1c1ccccc1 (centres undefined)	1.1	-3.0	-0.46	-7.5	16.2
1.3	1.3	-26.3	1.1	CCOc1ccc(C2/C(=C(/O)c3ccc(Cl)cc3)C(=O)C(=O)N2CCCN(C)C)cc1OC (centres undefined)	1.1	1.3	nt	-12.1	-30.4
0	0.8	99.6*	1.1	CCN(CCNS(=O)(=O)c1ccc2[nH]c(=O)sc2c1)c1ccccc1	1.2	-1.1	nt	3.9	24.1

Screening results as filed in PubChem BioAssay.
